VEEV TC-83 Vero – inhibitors of VEEV TC-83 cytopathic effect, confirmation, Vero cells (AID 588727). inhibition, % at 20 µM; hits with a dose series show IC50 in µM. 350,000 compounds, 0.13% hits. Vero cells, VEEV TC-83 cytopathic effect inhibition; higher % means a stronger effect; in the data active means a potency from the dose series; inconclusive means inhibition mostly from about 14% at the one dose, without a potency; inactive means the rest, 99 in 100 with inhibition below about 12%; further: strong numbers were not always called active
tuberculosis growth – growth inhibition of non-replicating M. tuberculosis (AID 488890). Mycobacterium tuberculosis non-replicating, growth inhibition; higher % means a stronger effect. inhibition, % at 25 µM; hits with a dose series show IC50 in µM. 320,000 compounds, 0.39% hits; in the data active means a potency from the dose series; inconclusive means inhibition mostly from about 82% at the one dose, without a potency; inactive means the rest, 99 in 100 with inhibition below about 76%;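 further: plate controls were DMSO cells for no effect and high antibiotic wells for full effect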
PhoP GFP inhibition – PhoP regulon inhibitors, Salmonella typhi PhoP promoter GFP reporter, confirmatory (AID 1850); 310,000 compounds, 0.33% hits; Salmonella Typhi PhoP-promoter GFP reporter, fluorescence, 4 h; higher % means a stronger effect; inhibition, % at 50 µM, or IC50 in µM where a hit was titrated; in the data active means a potency from the dose series; inconclusive means inhibition mostly from about 25% at the one dose, without a potency; inactive means the rest, 99 in 100 with inhibition below about 19%;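 further: 0% = induced wells with vehicle and 100% = uninduced wells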
H37Rv inhibition – M. tuberculosis growth inhibition, HTS (AID 449762). M. tuberculosis H37Rv growth inhibition, 7H9 media; higher % means a stronger effect. inhibition, % at 25 µM, or IC50 in µM where a hit was titrated. 330,000 compounds, 0.59% hits; in the data active means a potency from the dose series; inconclusive means inhibition above about 70% without an active follow-up result;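 further: bacterial growth assessed after seven days of incubation; strong numbers were not always called active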
influenza NS1A – H1N1 influenza NS1A inhibitors, functional cell based assay (AID 504329); NS1A functional cell-based assay, percent inhibition; higher % means a stronger effect; inhibition, % at 12.5 µM, or IC50 in µM where a hit was titrated; 340,000 compounds, 0.3% hits; in the data active means a potency from the dose series; inconclusive means inhibition above about 27% without an active follow-up result; further: strong numbers were not always called active
VEEV TC-83 Vero 10K pilot screen – also measured in VEEV TC-83 Vero; calls as there; inhibition, %; measured here: 10K pilot screen inhibition
Numbers without * were called inactive; i = inactive; u = inconclusive; x = not tested or not shown.

SMILES	VEEV TC-83 Vero	tuberculosis growth	PhoP GFP inhibition	H37Rv inhibition	influenza NS1A	others
COC(=O)C1=C(CS(=O)(=O)c2ccc(C)cc2)NC(=O)NC1c1ccc(OC)c(OC)c1 (stereo unspecified)	i	4%	-4%	-1%	-1%
CCCOc1ccc(S(=O)(=O)NNC(=O)c2cc3ccccc3o2)cc1	i	15%	-2%	-1%	-11%	VEEV TC-83 Vero 10K pilot screen=3.0
Cc1ccc(NC(Cc2cc(C)no2)c2ccccc2)cc1 (stereo unspecified)	1.2%	13%	7%	10%	2%
COc1ccc(C(=O)NCc2cnn(C)c2C)cc1OC1CCN(C(C)C)CC1	0.9%	-4%	-5%	-1%	-2%
N#Cc1c(-c2ccco2)cc(C2CC2)nc1N	0.9%	10%	-1%	-16%	2%
N#Cc1cccc(NC(=O)C2SC(=Nc3ccccc3)C(C(=O)N3CCOCC3)=C2N)c1 (stereo unspecified)	1.4%	-16%	3%	-2%	3%
COCCN(Cc1cc2cc(C)ccc2n2nnnc12)C(=S)Nc1cccc(C)c1	2.3%	-5%	-7%	0%	-11%
CNCCC1Sc2ccccc2Oc2ccccc21 (stereo unspecified)	i	11%	11%	4%	1%
COC(CNC(=O)c1ccc(Cn2c(=S)[nH]c3cc4c(cc3c2=O)OCO4)cc1)OC	2.9%	-16%	10%	-13%	-4%
Cn1cnc([N+](=O)[O-])c1Sc1nc(N)nc2c1ncn2C1OC(CO)C(O)C1O (stereo unspecified)	3.1%	x	x	x	0%
S=C(Nc1ccccc1)Nc1nc2ccccc2n1CCOc1ccc(Cl)cc1	i	-14%	-5%	11%	6%
CCOc1ccc(-c2cc(N3C(=O)Nc4ccccc4N3O)n[nH]2)cc1	1.0%	9%	2%	8%	3%
CC(C)c1ccc(NC(=O)c2cccnc2)cc1	0.2%	34%	5%	-11%	1%
Nc1c(C(=O)CSc2nccn2-c2cccc(F)c2)c(=O)[nH]c(=O)n1C1CC1	2.2%	-5%	x	-8%	-12%
Cn1ncc2c(N3CCN(c4ccccc4F)CC3)ncnc21	0.8%	14%	-5%	-5%	8%

Structures listed so far that have fluorine (2):
SMILES	VEEV TC-83 Vero	tuberculosis growth	PhoP GFP inhibition	H37Rv inhibition	influenza NS1A	others
Nc1c(C(=O)CSc2nccn2-c2cccc(F)c2)c(=O)[nH]c(=O)n1C1CC1	2.2%	-5%	x	-8%	-12%
Cn1ncc2c(N3CCN(c4ccccc4F)CC3)ncnc21	0.8%	14%	-5%	-5%	8%

3 structures already listed, ordered by number of heavy atoms, ascending.
SMILES	VEEV TC-83 Vero	tuberculosis growth	PhoP GFP inhibition	H37Rv inhibition	influenza NS1A	others
Cc1ccc(NC(Cc2cc(C)no2)c2ccccc2)cc1 (stereo unspecified)	1.2%	13%	7%	10%	2%
Cn1ncc2c(N3CCN(c4ccccc4F)CC3)ncnc21	0.8%	14%	-5%	-5%	8%
COc1ccc(C(=O)NCc2cnn(C)c2C)cc1OC1CCN(C(C)C)CC1	0.9%	-4%	-5%	-1%	-2%

(cont.)
SMILES	VEEV TC-83 Vero	tuberculosis growth	PhoP GFP inhibition	H37Rv inhibition	influenza NS1A	others
CCC1CCc2c(sc(N)c2C(N)=O)C1 (stereo unspecified)	0.7%	26%	0%	4%	1%
O=C(O)c1cc(S(=O)(=O)N2CCOCC2)ccc1N1CCOCC1	0.6%	1%	-2%	-12%	5%
O=c1c2ccccc2nc(/C=C/c2cc(Br)ccc2O)n1CCCO	>25µM*	16%	-4%	11%	-3%
CC(=O)Nc1ccc(NC(=O)CN2C(=O)NC3(CCCCCCC3)C2=O)cc1	i	-6%	x	2%	-18%
Brc1ccccc1	1.0%	-35%	-2%	-9%	-11%
O=C(Nc1nnc(C2CC2)s1)C1CC(=O)N(c2ccc3c(c2)OCCO3)C1 (stereo unspecified)	0.7%	1%	-2%	-4%	-8%
CC(C)CC(=O)NC(c1ccccc1)c1c(O)ccc2ccccc12 (stereo unspecified)	2.0%	19%	5%	12%	-2%
O=S1(=O)CCOC[C@H](Cc2ccccc2)N1Cc1ccccc1F	4.1%	-2%	-11%	5%	-21%
CC1=CC(C2CC(=O)N(c3ccccc3C)C2=O)CC2C(=O)N(c3ccccc3C)C(=O)C12 (stereo unspecified)	1.5%	3%	-5%	-2%	-9%
COc1ccc(S(=O)(=O)N2CCC(C(=O)Nc3ccccc3N3CCCC3)CC2)cc1OC	7.7%	29%	-2%	2%	-5%
COc1ccc(CNC(=S)NCc2ccc(OC(C)C)cc2)cc1	0.6%	u	3%	8%	3%
O=C1NC(=O)C2(CCCC2)N1	0.3%	x	x	x	0%
CCC(=O)Nc1cccc(-n2nnnc2SCC(=O)c2ccc(C)c(C)c2)c1	0.3%	20%	0%	15%	-5%
COc1ccc(/C=C2\SC(=S)N(CCC(=O)Nc3ccc(C(=O)O)cc3)C2=O)cc1	0.3%	-7%	2%	4%	3%
CCNC(=S)N(CCCN(C)C)Cc1cc2cc3c(cc2[nH]c1=O)OCCO3	i	-3%	-6%	5%	2%
O=C(CSc1nc2nn(-c3ccccc3)c(=O)c-2c2n1CCCCC2)Nc1ccccc1[N+](=O)[O-]	8.4%	x	x	x	8%
NC(=O)CC(NC(=O)c1ccccc1)c1ccc(NCC2CC2)c([N+](=O)[O-])c1 (stereo unspecified)	0.0%	-2%	-35%	37%	-2%
COc1ccc(C2CC2C(C)=O)cc1 (stereo unspecified)	0.1%	8%	2%	-4%	1%
CC(C)C(=O)Nc1cccc(NC(=O)c2cc3ccccc3o2)c1	6.9%	x	0%	5%	3%
COC(=O)c1ccc(-c2nc(O)c3cnccn23)cc1	4.0%	5%	-4%	5%	2%
CC(C)Oc1ccc(C(=O)Nc2ccc(N3CCCCC3)cc2)cc1	1.5%	27%	-6%	-2%	2%
Cc1ccc2sc(N(CCCN(C)C)C(=O)c3ccc(Br)s3)nc2c1C	7.7%	79%	37µM*	1%	25%
COc1ccccc1NC(=O)C(=O)NCC(c1ccco1)N1CCc2ccccc2C1 (stereo unspecified)	9.2%	13%	6%	28%	-5%
CCc1ccccc1NC(=O)CC1S/C(=N\c2nccs2)N(CC)C1=O (stereo unspecified)	4.5%	11%	-9%	4%	-3%
O=C(COC(=O)/C=C/c1ccc(Cl)cc1)Nc1ccccc1	1.3%	u	-8%	u	-4%
O=C(CCC1CCCC1)N1CCC(N2CCCCCC2)CC1	0.7%	13%	-2%	-2%	-24%
CNNCc1ccc(C(=O)NC(C)C)cc1	0.2%	-2%	-3%	-6%	-9%
Cc1cc(=O)n2nc(N3CCC(C(=O)NCc4ccc(Cl)cc4)CC3)sc2n1	0.8%	32%	-4%	3%	-13%
CCN(CC)CCNC(=O)Cn1cnc2sc(C)c(S(=O)(=O)N3CCOCC3)c2c1=O	5.2%	-6%	4%	-11%	1%
O=C(CSc1nnc(CSc2nc3ccccc3s2)o1)NC1CCCCC1	i	u	4%	12%	-2%

Fetched one by one from the entries so far (5):
SMILES	VEEV TC-83 Vero	tuberculosis growth	PhoP GFP inhibition	H37Rv inhibition	influenza NS1A	others
COCCN(Cc1cc2cc(C)ccc2n2nnnc12)C(=S)Nc1cccc(C)c1	2.3%	-5%	-7%	0%	-11%
S=C(Nc1ccccc1)Nc1nc2ccccc2n1CCOc1ccc(Cl)cc1	i	-14%	-5%	11%	6%
CCc1ccccc1NC(=O)CC1S/C(=N\c2nccs2)N(CC)C1=O (stereo unspecified)	4.5%	11%	-9%	4%	-3%
O=C(CCC1CCCC1)N1CCC(N2CCCCCC2)CC1	0.7%	13%	-2%	-2%	-24%
CCN(CC)CCNC(=O)Cn1cnc2sc(C)c(S(=O)(=O)N3CCOCC3)c2c1=O	5.2%	-6%	4%	-11%	1%

Next part:
SMILES	VEEV TC-83 Vero	tuberculosis growth	PhoP GFP inhibition	H37Rv inhibition	influenza NS1A	others
CCn1c(/C=C\c2ccccc2C)nc2ccccc2c1=O	7.1%	49%	-2%	17%	-5%
Nc1ccc(C(=O)Oc2ccc([N+](=O)[O-])cc2)c(O)c1	x	u	-25%	u	x
O=C(O)C1CC(=O)N(c2ccc(OCc3ccc(Br)cc3)cc2)C1 (stereo unspecified)	i	79%	-3%	64%	-9%
Cc1ccc(S(=O)(=O)NN=C2CC3CCC2(C)C3(C)C)cc1 (stereo unspecified)	0.7%	x	x	x	-2%
O=C(Nc1ccccc1C(F)(F)F)c1cc2ccccc2o1	i	45%	-39%	-12%	4%
O=C(CN1C(=O)c2cccnc2Oc2ccc(Cl)cc21)NC1CCCCC1	i	10%	-5%	-10%	7%
NC(=S)NN=C1CCSCC1	2.2%	x	x	x	-10%
Cc1ccccc1C(=O)NNC(=S)Nc1cccc(C(F)(F)F)c1	0.4%	-6%	-6%	-1%	-4%
Cc1nnc(SCC(=O)NCC(=O)Nc2ccc(F)c(F)c2F)n1N	2.6%	16%	x	-2%	3%
CN(C)/C=N/c1ncc(C(=O)c2ccccc2)s1	2.5%	-4%	-2%	3%	6%
CCOC(=O)N1CCC(NC(=O)c2cc(S(=O)(=O)N3CCCCC3)ccc2F)CC1	0.5%	-4%	-9%	-8%	2%
COc1ccc(/C=C/C(=O)NCC(=O)N2CCC(N(C)CCN3CCOCC3)CC2)cc1OC	0.6%	-4%	-9%	-2%	-13%
CCOC(=O)NS(=O)(=O)c1ccc(CCNC(=O)c2cc(C)on2)cc1	i	-4%	5%	-1%	-2%
COc1ccc(NC(=O)N(C)C[C@@H]2Oc3c(NC(=O)Nc4c(C)noc4C)cccc3C(=O)N([C@@H](C)CO)C[C@@H]2C)cc1	0.0%	17%	x	-1%	7%	VEEV TC-83 Vero 10K pilot screen=0.3
O=C(Nc1ccc2c(c1)OCO2)c1ccc([N+](=O)[O-])cc1[N+](=O)[O-]	i	52%	0%	u	10%
Cc1[nH]c2ccccc2c1SCc1nnc(SCc2ccc(Cl)cc2)n1C	1.0%	-7%	-7%	-7%	2%
Cc1ccc2nc(NC(=O)CCn3c(=O)sc4ccccc43)sc2c1	8.1%	5%	-10%	0%	4%
COc1cc2c(cc1OC)C(C)N(C(=O)c1cc3ccccc3o1)CC2 (stereo unspecified)	2.7%	8%	7%	28%	17%
COc1ccc(S(=O)(=O)N2CCC(C(N)=O)(N3CCCCC3)CC2)cc1OC	i	-5%	-21%	6%	2%
Cc1cccc(NC(=O)CN(C)CC(=O)NC(c2ccccc2)c2ccccc2)c1C	4.1%	27%	x	1%	-7%
CCc1ccc(C(=O)NNc2cc(Cl)cc(Cl)c2)cc1	i	x	-1%	u	1%
COC(=O)c1ccc[n+](CCc2c[nH]c3ccccc23)c1	1.0%	3%	11%	1%	6%
COC(=O)N1C/C=C\C(c2ccc(OC)cc2)N(Cc2ccc(F)cc2)C(=O)C1 (stereo unspecified)	0.0%	1%	2%	4%	-9%

Of the compounds above, three have a thiophene ring, fused or not.
SMILES	VEEV TC-83 Vero	tuberculosis growth	PhoP GFP inhibition	H37Rv inhibition	influenza NS1A	others
CCC1CCc2c(sc(N)c2C(N)=O)C1 (stereo unspecified)	0.7%	26%	0%	4%	1%
Cc1ccc2sc(N(CCCN(C)C)C(=O)c3ccc(Br)s3)nc2c1C	7.7%	79%	37µM*	1%	25%
CCN(CC)CCNC(=O)Cn1cnc2sc(C)c(S(=O)(=O)N3CCOCC3)c2c1=O	5.2%	-6%	4%	-11%	1%

Rows are unselected; any-hit rate near 1.6%.
